Screening results: PubChem BioAssay, several laboratories
HTRA1 inhibitor = HTRA1 serine protease inhibitors, primary screen, biochemical, fluorescence polarization, HTS | recombinant HTRA1, FP-rhodamine activity-based probe | AID 504803, 2011 | inhibition, % at 5.96 µM | actives 0.5% (n = 340,000) | Q92743; in the data active means inhibition above about 36%;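 further: 0% = enzyme with DMSO and 100% = wells lacking enzyme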
Target sequence (Q92743 whole entry, looked up): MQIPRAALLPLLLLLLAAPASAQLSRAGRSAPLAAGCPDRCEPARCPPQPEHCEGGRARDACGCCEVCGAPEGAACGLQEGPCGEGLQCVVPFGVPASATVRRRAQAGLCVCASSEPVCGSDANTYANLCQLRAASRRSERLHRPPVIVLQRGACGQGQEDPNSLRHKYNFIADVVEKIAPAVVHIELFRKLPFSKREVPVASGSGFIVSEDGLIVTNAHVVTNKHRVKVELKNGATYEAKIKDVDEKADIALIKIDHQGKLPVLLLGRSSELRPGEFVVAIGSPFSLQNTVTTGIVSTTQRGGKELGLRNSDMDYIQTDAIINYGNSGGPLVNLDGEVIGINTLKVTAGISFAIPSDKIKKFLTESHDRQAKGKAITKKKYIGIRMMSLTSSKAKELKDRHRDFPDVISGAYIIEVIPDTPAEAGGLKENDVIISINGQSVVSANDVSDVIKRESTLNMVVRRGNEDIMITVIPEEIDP
mABHD4 FP = ABHD4 inhibitors, primary screen, biochemical, fluorescence polarization, mouse. purified mABHD4, FP-Rh probe fluorescence polarization. actives 0.54% (n = 370,000). inhibition, % at 8.92 µM. (Lyso)-N-acylphosphatidylethanolamine lipase (Mus musculus), Q8VD66. AID 720543, 2013;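 active means inhibition exceeding the mean over every tested compound plus 3 SD, cut at about 30% in these data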;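 further: 0% = plate median of compound wells and 100% = S159A mutant with DMSO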
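system = mouse ABHD4 enzyme, wild type | medium = HEPES pH 7.0, NaCl, Pluronic buffer | also added = FP-Rh probe | incubation = Enzyme–compound pre-incubation 45 min, then probe 60 min, both 25 °C | technique = fluorescence polarization, excitation 525 nm, emission 598 nm, BODIPY TMR filters | controls = S159A mutant high control, sample median low control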
LEDGF integ inh = blockers of LEDGF/p75-dependent integrase strand transfer – biochemical, TR-FRET, high throughput, primary screen. HIV-1 integrase (with human LEDGF/p75). TR-FRET IN-LEDGF/p75 DNA integration, Eu/Cy5. inhibition, % at 3.7 µM. actives 0.64% (n = 370,000);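 active means inhibition above the screen-wide mean plus 3 SD, cut at about 13% in these data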;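 further: signal is the Cy5 over europium emission ratio at 671 and 618 nm; 0% = plate median of compound wells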
PRMT1 FP inh = PRMT1 methyltransferase inhibitors, primary screen, biochemical, fluorescence polarization; recombinant PRMT1, activity-based probe fluorescence polarization; Protein arginine N-methyltransferase 1 (Homo sapiens), Q99873; inhibition, % at 2.79 µM; actives 1.3% (n = 370,000);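 active means inhibition above about 21% made by adding two undisclosed values, limit read from the data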
Target sequence (Q99873 whole entry, looked up): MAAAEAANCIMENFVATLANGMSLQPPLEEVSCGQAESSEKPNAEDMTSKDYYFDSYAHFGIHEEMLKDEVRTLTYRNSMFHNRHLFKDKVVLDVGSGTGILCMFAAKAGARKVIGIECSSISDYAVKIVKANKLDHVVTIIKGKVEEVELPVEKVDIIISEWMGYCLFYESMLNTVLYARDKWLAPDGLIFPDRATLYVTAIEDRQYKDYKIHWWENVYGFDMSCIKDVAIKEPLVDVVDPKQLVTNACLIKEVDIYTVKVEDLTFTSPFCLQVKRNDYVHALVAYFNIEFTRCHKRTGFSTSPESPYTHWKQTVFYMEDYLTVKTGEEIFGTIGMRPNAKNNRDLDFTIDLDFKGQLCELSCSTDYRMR
MBD2 DNA inh = inhibitors of MBD2 binding to methylated DNA, primary screen, biochemical, TR-FRET, DNA-binding domain, human | MBD2 binding to methylated oligonucleotide | actives 0.31% (n = 370,000) | inhibition, % at 4.4 µM; in the data active means inhibition above about 13%
rCAG binder = binders of r(CAG) RNA repeats, primary screen, biochemical, fluorescence; r(CAG) RNA repeat, TO-PRO-1 dye displacement fluorescence; inhibition, % at 3 µM; actives 1.3% (n = 370,000);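 active means inhibition above the plate cutoff, the mean of all test compounds on that plate plus 3 SD, cut at about 35% in these data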;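 further: 0% = DMSO alone and 100% = 100 µM mitoxantrone as full dye displacement; higher means more dye released from RNA so lower well fluorescence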
Rev-erbA mod = modulators of Rev-erb alpha DNA binding, primary screen, biochemical, FITC-DNA, fluorescence polarization, uHTS; activity, % at 10 µM; actives 0.79% (n = 370,000); Rev-erbα–FITC-DNA binding, 90 min; Nuclear receptor subfamily 1 group D member 1 (Homo sapiens), P20393;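 active means activity above about 14%, limit read from the data; passing the limit was not always enough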;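 further: 0% = DMSO wells with 35 nM protein and 100% = DMSO wells with 750 nM protein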
PG9 binder = binders of HIV-1 gp120 antibody PG9, primary screen, biochemical, TR-FRET; HIV-1 gp120 / PG9 antibody interaction; TR-FRET gp120-PG9 antibody binding; actives 0.43% (n = 360,000); inhibition, % at 6.7 µM; AID 624416, 2012; in the data active means inhibition above about 8.5%
TCR CD3 inh = inhibitors of human TCR-CD3 interaction, primary screen, biochemical, fluorescence, TAMRA-labeled TCR probe | T-cell receptor (TCR) | inhibition, % at 9.4 µM | actives 0.37% (n = 360,000); in the data active means inhibition above about 19%;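 further: recombinant mutant TCR 2C K166C tagged with TAMRA read by polarization; 0% = receptor in buffer alone and 100% = receptor with positive control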
UHRF1 binding = UHRF1 methylated DNA binding inhibitors, primary screen, counter-screen for MBD2 inhibitor project, biochemical, TR-FRET, human UHRF1, single concentration. E3 ubiquitin-protein ligase UHRF1 (Homo sapiens), Q96T88. UHRF1 binding to methylated oligo. inhibition, % at 4.4 µM. actives 0.75% (n = 370,000). AID 687016, 2013; in the data active means inhibition above about 21%;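 further: UHRF1 SRA domain binding a hemimethylated CpG hairpin DNA probe; 0% = median of test compound wells and 100% = reference inhibitor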
Starred values were filed as active, the others as inactive; nt = not tested or not shown. Only part of the results is shown (hit frequency here may not be typical).

Fields: LEDGF integ inh	Rev-erbA mod	mABHD4 FP	UHRF1 binding	HTRA1 inhibitor	rCAG binder	TCR CD3 inh	PRMT1 FP inh	MBD2 DNA inh	PG9 binder
> CO[C@H]1CC[C@@]2(C)[C@@H](CC[C@@H]3[C@@H]2CC[C@@]2(C)[C@H]3C[C@H](C(=O)O)O[C@]23CCCO3)C1
 : 6	-5	-2	-1	1	9	-2	0	-7	-1.8
> CNC(=O)c1c(NC(=O)c2ccc3ncsc3c2)sc(C)c1C
 : -3	0	1	-1	-17	17	-10	10	1	1.2
> CC1CCN(C(c2ccccc2)c2nnnn2C(C)(C)C)CC1 (configuration not stated)
 : 1	-2	-10	3	-5	-7	8	3	4	-1.7
> COc1ccc(CCN2CC(=O)NC(=O)C2)cc1OC
 : -5	-3	6	-1	0	0	-6	3	4	-0.1
> O=S(=O)(c1ccc(NCc2ccccc2)cc1)N1CCOCC1
 : -1	5	-1	2	-3	-4	2	4	2	-1.1
> COCCOC(=O)c1c(NC(=O)CN2CCCc3ccccc32)sc(C(N)=O)c1C
 : 0	7	1	-2	-5	10	7	-1	-4	2.0
> O=C1c2ccccc2NC(c2ccc3c(c2)OCCO3)N1c1ccc2c(c1)OCCO2 (configuration not stated)
 : -1	-1	7	0	-8	3	2	-1	-3	1.4
> OCCCN=c1cc(-c2ccccc2)oc2ccc(Cl)cc12
 : -4	-1	-7	-20	-4	7	2	2	9	4.4
> CCc1nnc(NC(=O)CSc2nnc(CNc3ccc(OC)cc3)n2CC)s1
 : 3	2	1	-8	1	-2	0	-3	4	-2.2
> Nc1c(N(CCCO)C(=O)CCCN2C(=O)c3cccc4cccc(c34)C2=O)c(=O)[nH]c(=O)n1Cc1ccccc1
 : 0	-4	2	8	-2	5	0	-6	0	-0.5
> COc1ccc(C2c3c(ncn(CCN4CCOCC4)c3=N)Oc3ccc4ccccc4c32)cc1 (configuration not stated)
 : -2	-5	-7	-1	-65	4	3	0	-2	-0.7
> O=C(CC12CC3CC(CC(C3)C1)C2)N/N=C/c1ccc([N+](=O)[O-])o1
 : -1	4	20	-2	8	6	2	0	2	2.1
> NC(=S)Nc1cccc2cnccc12
 : 0	-7	3	-5	3	1	10	-3	4	1.3
> COc1cc(-c2noc(CCCC(=O)NCc3ccccc3)n2)cc(OC)c1OC
 : -2	5	-3	-1	4	-7	-3	2	4	-0.5
> O=C(CN1C(=O)c2cccc3cccc1c23)NC1CCCCC1
 : 0	-8	7	0	-3	2	4	1	0	-2.4
> NS(=O)(=O)c1cccc(NC(=O)c2ccccc2NS(=O)(=O)c2ccc(F)cc2)c1
 : -1	-4	4	2	-16	38*	1	5	0	1.9
> COc1ccc(Cl)cc1C(=O)NNC(=O)c1[nH]c(C)c(C(C)=O)c1C
 : -4	-1	-12	-2	-8	9	-7	0	0	-1.8
> O=C(CCNC(=O)C1CCN(S(=O)(=O)c2ccccc2)CC1)NCc1cccc(Cl)c1
 : -3	-5	1	4	5	-2	1	5	3	-1.9
> CCc1cccc(CC)c1NC(=O)c1cccc(NC(=O)c2ccccc2)c1
 : 1	6	-7	3	-30	-4	0	0	0	-0.5
> COC(=O)CCCC1=CC2=CC(=O)C(C)(OC(=O)c3cccs3)C(=O)C2=CN1CCCOC(C)C (configuration not stated)
 : 5	5	11	1	3	0	6	5	-3	-1.6
> Cc1ccc(NC(=O)CCN2C(=O)c3ccccc3C2=O)c(C)c1
 : -5	1	5	-2	5	-2	6	0	1	-1.5
> CC1(C(=O)Nc2ccc(Cl)c(Cl)c2)CCN1C(=O)CC1CCCC1 (configuration not stated)
 : 1	-4	-5	1	nt	2	-1	2	-2	-0.2
> O=C(CSCc1ccccc1)Nc1cc([N+](=O)[O-])ccc1F
 : 0	-2	-1	6	2	17	-7	10	5	-1.7
> CN(C(=O)c1ccc(Oc2ccc([N+](=O)[O-])cc2)cc1)C1CCCCC1
 : -2	5	9	3	-8	-7	-5	3	2	-2.3
> O=S(=O)(/N=C/N1CCOCC1)c1ccc(Cl)cc1
 : -1	-3	-3	-5	-4	0	-1	-1	-2	-1.5
> CC(=O)N1CCOc2ccc(S(=O)(=O)N3C(C)CCCC3C)cc21 (configuration not stated)
 : 1	0	4	0	8	-3	7	-1	-1	0.1
> COC(=O)c1cc2cc(OC)ccc2n1C
 : 0	-1	-2	-3	1	2	7	1	-2	-0.2
> C=CC[C@H](CC(=O)N(CCO)Cc1ccccc1)C(=O)N[C@@H](COC(=O)[C@@H](CC=C)Cc1ccc(F)cc1)Cc1ccccc1
 : -1	-2	-11	-2	-53	-3	8	0	-4	-1.2
> Cc1ccc(S(=O)(=O)N2CCOCC2)cc1NC(=O)CSc1nnc(N)s1
 : 3	-1	4	0	-1	4	0	1	-2	0.7
> COc1ccc(/C=N/NC(=O)c2cccc(S(=O)(=O)N3CCCC3)c2)cc1O
 : 5	-1	-2	0	12	2	-5	-2	-4	-1.6
> COc1cc(C2C3=C(CC(C)(C)CC3=O)OC3=C2C(=O)CC(C)(C)C3)cc([N+](=O)[O-])c1O
 : -1	3	-1	-3	5	11	3	0	-2	-3.8
> Cc1ccc(CS(=O)(=O)Cc2ccc(C(=O)NCCCN3CCOCC3)o2)cc1
 : -4	-3	-4	2	-1	-2	-3	3	0	1.4
> COc1cc(C(=O)Nc2nc3ccc(S(C)(=O)=O)cc3s2)cc(OC)c1C
 : 0	21*	-13	20	-15	19	-1	-1	10	2.7
> CCCN1C(=O)c2cc(C(=O)NCCc3cccc(C)c3)ccc2C1O (configuration not stated)
 : 1	-3	-4	-1	-3	1	7	-1	1	0.3
> Cc1cc(Cc2cc(C)c(O)c(CO)c2)cc(CO)c1O
 : 2	-2	0	-1	-1	3	-4	0	0	0.1
> CCCc1c(C(=O)N/N=C/c2ccccc2OCc2ccc(F)cc2)nnn1-c1nonc1N
 : 0	2	2	1	-4	2	6	-3	2	-0.4
> CCNC(=S)NNC(=O)c1ccc(OC(F)F)cc1
 : 0	-4	6	4	0	-6	-3	0	2	0.1
> O=C1C=C(c2ccc(-c3ccccc3)cc2)C[C@@H](c2ccc(Cl)cc2)C1
 : 0	2	5	4	-8	7	4	0	0	0.6
> N/C(=N\OC(=O)c1cccc(Br)c1)c1ccc([N+](=O)[O-])cc1
 : 4	9	-2	0	1	1	-4	-4	-5	1.6
> CNc1nc(SC(C)C(=O)Nc2ccc(Cl)c(Cl)c2)nc(N2CCOCC2)n1 (configuration not stated)
 : -2	-1	4	-1	1	0	-3	6	3	-1.0
> C[C@@H]1OC(C2CCCCC2)N(C)[C@H]2C[C@H]3c4cc(-c5ccc6c(c5)OCO6)ccc4CCN3C[C@@H]12 (some centres not stated)
 : 0	1	2	-2	nt	9	nt	-3	4	nt
> O=C(CSc1nnc(-c2ccccc2)o1)N1CCCCC1
 : -2	2	1	-1	4	0	0	0	-2	-0.3
> CC1CN(S(=O)(=O)c2ccccc2)CN1C(=O)N1CCOCC1 (configuration not stated)
 : -1	-4	1	1	-2	1	6	-4	-3	-1.6
> Cc1ccccc1S(=O)(=O)N1CC(C(=O)O)=CC[C@H]1c1ccc(Cl)cc1
 : 1	-4	11	13	0	22	3	0	5	-1.2
> Cc1ccc(S(=O)(=O)Cn2nnnc2C(CC(C)C)N2CCN(c3ccccc3)CC2)cc1 (configuration not stated)
 : 1	-3	-4	-2	2	1	-4	15	2	1.1
> CCN(C(=O)Nc1cccc2ccccc12)c1ccccc1
 : 6	1	18	-6	-3	2	67*	10	3	3.3
> Cc1ccc(Sc2nc(C)c([N+](=O)[O-])c(C)c2C#N)cc1
 : 2	-6	-8	0	nt	0	5	-1	1	-0.3
> C[C@@H]1ON(C2CCCCC2)[C@H]2c3nc4ccccc4n3C[C@@H]12
 : 1	-6	2	-4	3	-4	2	1	2	-2.1
> CCN(CC)C1CCS(=O)(=O)C1 (configuration not stated)
 : -4	-2	-1	2	-3	1	-6	4	5	2.3
> Cc1nn(C)cc1S(=O)(=O)N1CCN(c2ccccc2)CC1
 : -8	1	0	4	4	-6	-6	3	-1	-1.2
> COc1cc(C)ccc1Oc1ncnc(N)c1[N+](=O)[O-]
 : 3	-4	-6	-1	0	-3	9	-3	-6	-1.7
> COc1ccc2[nH]c3c(c2c1)CCN1C(=O)C(CC(=O)NCC24CC5CC(CC(C5)C2)C4)C[C@H](C(=O)N2CCOCC2)[C@@]31CCC1CCCC1 (some centres not stated)
 : -2	-1	1	-2	3	5	4	-2	-3	-0.8
> CCc1nnc(NC(=O)C(=O)NCCOC(=O)c2ccccc2)s1
 : -1	4	-4	5	-4	-3	-2	4	0	1.1
> COc1ccc(N2CC(C(=O)Nc3ccccc3C(=O)NCc3ccco3)CC2=O)cc1 (configuration not stated)
 : -2	-3	1	1	-2	-2	-5	3	2	0.6
> CCN(CC(=O)Nc1ccc(NC(C)=O)cc1)C(=O)c1cc2c(s1)CCCC2
 : -1	7	8	1	-3	11	1	7	6	-1.6
> COCCn1c(C)cc(/C=C2/SC(=O)N(CC(=O)N3CCCC3)C2=O)c1C
 : -1	7	5	-4	1	1	-6	0	-4	-3.8
> CC(=O)Cc1nsc(NC(=O)c2csc3c2CCCC3)n1
 : 1	3	-14	0	-24	6	1	-1	6	-1.4
> Cc1ccc(NC(=O)COc2ccccc2C(=O)Nc2ccccc2)cc1Cl
 : 4	1	-11	-2	-11	3	-6	2	-2	2.4
> O=C(c1ccc(CSc2ccc(Cl)cc2)cc1)N1CCOCC1
 : 1	-3	-7	-1	6	-7	3	1	-2	0.4
> CC(=O)Nc1ccc(S(=O)(=O)Nc2cccc(-c3nc4ccccc4o3)c2)cc1
 : 3	-1	-36	-2	-36	17	-7	0	-6	5.5

Going on with the list.
Fields: LEDGF integ inh	Rev-erbA mod	mABHD4 FP	UHRF1 binding	HTRA1 inhibitor	rCAG binder	TCR CD3 inh	PRMT1 FP inh	MBD2 DNA inh	PG9 binder
> NC(=O)[C@@H]1CCCNc2c(F)cc([N+](=O)[O-])cc2C(=O)N[C@@H](CO)C(=O)NCC(=O)N1
 : 4	-4	0	-2	-5	16	1	3	0	0.0
> Cc1c(Cl)cccc1NC(=S)N1CCC(C(N)=O)(N2CCCCC2)CC1
 : 2	-2	-2	-6	3	-3	5	-2	-2	0.2
> Cc1cccc(N(C(=O)CCC(=O)Nc2ccccn2)C(C(=O)NC(C)C)c2ccc(O)cc2)c1 (configuration not stated)
 : 3	2	4	-3	-1	-7	3	-1	3	1.9
> Cn1c(SCCN2CCOCC2)nc2sc3c(c2c1=O)CCCC3
 : -2	5	6	0	3	-2	-4	5	4	-0.6
> COc1ccc(S(=O)(=O)N2CCC3(CC2)OCCN3S(=O)(=O)c2cccs2)cc1OC
 : 1	-3	0	8	0	5	0	5	7	1.0
